# High-throughput results: PubChem BioAssay, several laboratories
# CSN deneddyl inh: blocks human CSN-mediated cullin deneddylation. Q92905. Purified CSN, SCF-Nedd8-OG deneddylation, fluorescence polarization. inhibition, % at 12.5 µM. 360,000 compounds, 0.38% hits. AID 651999;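 active means pattern-corrected inhibition above about 35%, with an unprinted fluorescence ratio check between 0.5 and 1.5, limit read from the data, passing the limit was not always enough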;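 further: 0% = enzyme with substrate and 100% = substrate without enzyme; some results filed as inactive read as strong as hits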
#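 assay system = purified human Csn5 enzyme expressed in HEK293T cells | amount = 0.24 nM enzyme | buffer or medium = Tris/NaCl/DTT buffer, pH 7.5 | reagent = 10 nM SCFSkp2-Nedd8OG | compound = one concentration, 12.5 µM, 0.25% DMSO | times = 90 min reaction at room temperature | signal = FP | read-out basis = % inhibition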
# Scp-1 inhibitor: inhibitors of human Scp-1 phosphatase. Recombinant Scp1, phosphopeptide, malachite green phosphate absorbance. AID 493091. inhibition, % at 20 µM. 340,000 compounds, 0.88% hits;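 active means inhibition above about 50% at 20 µM, limit read from the data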;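 further: plate controls were DMSO wells with enzyme for no effect and wells lacking enzyme for full effect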
#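 Assay system: SCP-1 catalytic fragment, aa 76-261 | Buffer or medium: Tris acetate buffer pH 5.5 with MgCl2 and Tween-20 | Compound: One concentration, 20 µM, with 1.0% DMSO | Also added: Phospho 17-mer peptide substrate | Signal: Absorbance at 630 nm | Incubation: 45 min enzyme reaction at room temperature | Measure: % inhibition of SCP-1 phosphate liberation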
# STEP inh: inhibitors of human striatal-enriched phosphatase STEP | recombinant STEP, OMFP fluorogenic substrate, fluorescence | AID 588621 | 360,000 compounds, 0.25% hits | inhibition, % at 20 µM | P54829;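 active means inhibition at 20 µM, scaled per plate between control wells, above about 37%, limit read from the data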;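 further: 0% = DMSO with enzyme and substrate and 100% = substrate only without enzyme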
# Target sequence (P54829 whole entry, looked up): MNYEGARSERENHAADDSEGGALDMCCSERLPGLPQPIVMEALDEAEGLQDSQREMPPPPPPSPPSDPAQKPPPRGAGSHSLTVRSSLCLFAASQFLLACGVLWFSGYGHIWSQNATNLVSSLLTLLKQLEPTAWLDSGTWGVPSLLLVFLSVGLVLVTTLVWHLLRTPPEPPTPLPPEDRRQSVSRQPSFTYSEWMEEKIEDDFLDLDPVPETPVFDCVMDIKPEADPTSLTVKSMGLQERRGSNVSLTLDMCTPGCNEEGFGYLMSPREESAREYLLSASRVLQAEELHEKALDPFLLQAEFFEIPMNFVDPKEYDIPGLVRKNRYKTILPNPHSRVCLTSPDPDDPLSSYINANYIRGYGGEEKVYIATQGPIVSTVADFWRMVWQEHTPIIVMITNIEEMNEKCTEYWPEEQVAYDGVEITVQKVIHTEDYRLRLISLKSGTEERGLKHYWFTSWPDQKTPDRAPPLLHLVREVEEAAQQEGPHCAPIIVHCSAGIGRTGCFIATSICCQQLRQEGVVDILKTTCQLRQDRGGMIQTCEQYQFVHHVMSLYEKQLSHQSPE
#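 Material: STEP (striatal-enriched tyrosine phosphatase) enzyme, cell-free | Medium: 50 mM Bis-Tris pH 6.0 with 2.5 mM DTT and 0.005% Tween 20 | Read-out: Percent inhibition scaled to no-enzyme and uninhibited-enzyme controls, plate-pattern corrected | Signal: Fluorescence read at 480 nm ex / 540 nm em | Times: 20 min reaction, room temperature, in the dark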
# Tb MetRS inh: Trypanosoma brucei MetRS inhibition | purified T. brucei MetRS, ATP depletion, Kinase-Glo luminescence | inhibition, % at 11.9 µM | 360,000 compounds, 0.4% hits | AID 624268;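 active means inhibition above a per-plate cutoff of the control wells' mean inhibition plus 3 SD, cut at about 5.5% in these data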;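 further: 0% = DMSO wells median and 100% = median of wells with control inhibitor compound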
#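 Material: parasite MetRS enzyme / Replication: singlicate, one well per compound / Signal: luminescence of leftover ATP / Schedule: 2 h aminoacylation at 25 °C after 15 min preincubation / Medium: HEPES-MgCl2-KCl buffer plus DTT, spermine, BSA, pyrophosphatase / Doses: 11.9 µM single point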
# MsrA inhibitor: bovine MsrA inhibition | purified bovine MsrA, absorbance read-out | inhibition, % at 15.5 µM | 360,000 compounds, 0.75% hits | AID 651718; in the data active means inhibition above about 4.5%;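 further: 0% = vehicle wells with enzyme and 100% = reference inhibitor wells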
# DNMT1 block: DNMT1 (human) enzyme inhibition; P26358; DNMT1 molecular beacon, Hinp1I cleavage, fluorescence; inhibition (reported as % activation of signal), % at 10 µM; 360,000 compounds, 0.83% hits; AID 588458; in the data active means inhibition above about 50%
# NadD inh: NadD (S. aureus) enzyme inhibition; purified NadD enzyme, colorimetric absorbance read-out; inhibition, % at 20 µM; 360,000 compounds, 0.78% hits; AID 602399; in the data active means inhibition above about 26%; further: some compounds past the cut are filed as inactive
# SUMO1 PPI mod: modulators of human SUMO1-mediated protein-protein interactions. P63165. SUMO1 binding to a labelled peptide, TR-FRET, 1 h. inhibition, % at 20 µM. 360,000 compounds, 0.33% hits. AID 602429; in the data active means inhibition above about 37%
# Rpn11 inh: blocks the human proteasome subunit Rpn11; 360,000 compounds, 0.59% hits; O00487; human 26S proteasome, Ub4-pepOG fluorescence polarization; 20S core pre-blocked with epoxomicin; calls only at 20 µM;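 active means inhibition at 20 µM, scaled to each plate's controls, above about 33%, limit read from the data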
# Target sequence (O00487 whole entry, looked up): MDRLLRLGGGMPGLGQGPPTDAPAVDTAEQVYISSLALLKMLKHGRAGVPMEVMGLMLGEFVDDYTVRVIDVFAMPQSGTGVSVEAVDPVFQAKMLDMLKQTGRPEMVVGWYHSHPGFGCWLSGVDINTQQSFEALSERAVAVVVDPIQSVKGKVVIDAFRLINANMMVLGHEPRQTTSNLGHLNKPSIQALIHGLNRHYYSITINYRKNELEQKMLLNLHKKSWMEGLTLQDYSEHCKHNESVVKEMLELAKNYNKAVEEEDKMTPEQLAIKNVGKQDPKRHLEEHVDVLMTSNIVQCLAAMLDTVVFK
# LMPTP inh: blocks human LMPTP phosphatase. recombinant LMPTP-A, OMFP fluorogenic substrate, fluorescence intensity. inhibition, % at 20 µM. P24666. 360,000 compounds, 0.22% hits. AID 651560;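 active means compounds that cut the enzyme signal by at least half of the control window in the single-dose screen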;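 further: plate controls were DMSO wells with enzyme plus substrate for no effect and substrate without enzyme for full effect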
# Target sequence (P24666 whole entry, looked up): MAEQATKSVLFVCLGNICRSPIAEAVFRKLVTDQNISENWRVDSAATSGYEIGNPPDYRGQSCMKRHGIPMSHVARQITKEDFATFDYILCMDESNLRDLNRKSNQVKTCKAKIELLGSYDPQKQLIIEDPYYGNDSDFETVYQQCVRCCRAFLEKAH
#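 Buffer or medium: Bis-Tris pH 6.0, DTT, detergent; Assay system: LMPTP-A enzyme; Quantity: 0.625 nM enzyme; Detection: endpoint fluorescence intensity; Times: 50 min dark incubation at room temperature; Controls: substrate-only low control, DMSO enzyme-plus-substrate high control; Doses: single 20 µM dose; Read-out: percent inhibition versus substrate-only and uninhibited controls; Reagent: 400 µM OMFP.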
# The depositor's hits bear a star; i = inactive; nt = no result given.
Tb MetRS inh	LMPTP inh	NadD inh	STEP inh	MsrA inhibitor	CSN deneddyl inh	Rpn11 inh	DNMT1 block	SUMO1 PPI mod	Scp-1 inhibitor	SMILES
0.4	-0.8	3	-2	0.4	-3	i	0	1	-4	COc1ccccc1CNC(=O)CCCNC(=O)Cn1cnc2sc(C)c(C)c2c1=O
-0.1	1.6	-7	2	-1.0	-1	i	-2	-2	-13	Cc1ccc(S(=O)(=O)N2CCN(C(=O)COC(=O)Cc3ccc(Cl)cc3)CC2)c(C)c1
-0.1	-1.2	-4	-1	-0.7	-7	i	0	-7	-7	Cc1ccc(CNC(=O)Cn2nnc3ccccc3c2=O)cc1
-0.5	0.3	-3	-3	-1.1	2	i	-2	4	-19	CCCNC(=O)CCc1c(C)nc2c(c(C)nn2-c2ccccc2)c1C
0.1	2.8	19	1	0.4	-6	i	5	8	-1	Cc1ccc(-c2nn(-c3ccccc3)cc2C(=O)OCC(=O)Nc2ncc(Cl)cc2Cl)cc1
-0.3	0.0	3	-3	1.0	-1	i	2	0	-8	Cc1cc(C)n(-c2ccc(C(=O)N3CCN(c4ccccn4)CC3)cc2)n1
1.3	-0.7	7	3	1.1	0	i	-2	-6	-2	CCOC(=O)C1CCCN(c2c(Nc3cc(C)cc(C)c3)c(=O)c2=O)C1 (centres undefined)
-0.4	4.9	15	2	1.1	-2	i	-5	-20	-9	COc1cccc(NC(=O)c2ccc(-c3ccc([N+](=O)[O-])cc3)o2)c1
-0.6	-0.4	7	3	0.5	7	i	3	-3	13	CC(NS(=O)(=O)c1ccccc1)C(=O)NC1CCCC1 (centres undefined)
-0.3	-2.8	-6	-1	0.3	-6	i	-2	1	13	COC(=O)C[C@H](NC(=O)Cn1cc(C)c(=O)[nH]c1=O)C(=O)OC
0.2	-1.9	-5	0	-1.0	-3	i	2	-5	0	COc1c(F)c(F)c(C(=O)Nc2ccc(-c3nc4ccccc4[nH]3)cc2)c(F)c1F
1.4	0.6	-2	-1	-0.9	-3	i	-2	2	-8	Cc1ccccc1-c1ccc(=O)n(CC(=O)Nc2ccc(S(=O)(=O)N(C)C)cc2)n1
-0.5	-0.6	-7	-2	5.2*	-5	i	-2	-4	-5	NC(=O)N\N=C/C=C/C=C/c1ccc(F)cc1
0.0	0.6	-4	-1	0.6	0	i	0	-2	-2	COc1ccc(S(=O)(=O)NNC(=O)C23CC4CC(CC(C4)C2)C3)cc1
-1.2	1.2	-3	0	1.2	-1	i	0	-3	15	Cc1cccc(N(C)S(=O)(=O)c2ccc3[nH]c(=O)c(=O)[nH]c3c2)c1

Tb MetRS inh	LMPTP inh	NadD inh	STEP inh	MsrA inhibitor	CSN deneddyl inh	Rpn11 inh	DNMT1 block	SUMO1 PPI mod	Scp-1 inhibitor	SMILES
-0.6	-0.8	-3	2	0.5	2	i	-3	5	-8	COc1cccc(Oc2coc3cc(OC(=O)N4CCOCC4)ccc3c2=O)c1
-0.4	-1.6	8	-3	-0.2	-2	i	1	4	-3	COc1cc(NS(=O)(=O)c2ccc(NC(=O)C34CC5CC(CC(C5)C3)C4)cc2)ncn1
-0.2	1.0	-10	4	nt	-1	i	2	-1	4	OCCN1CCN(C2Cc3cc(Cl)ccc3Sc3ccc(Cl)cc32)CC1 (centres undefined) (tested in a mixture with another compound)
-1.1	1.1	-5	0	1.7	-1	i	-3	-3	9	O=C(CSc1nc(-c2ccccc2)c(-c2ccccc2)o1)NCCCO
-0.7	-0.6	-2	-2	0.8	0	i	1	-4	-5	CCCN1CNC(=S)N(c2cc(C)ccc2C)C1
-0.3	1.1	4	0	1.1	1	i	-10	-14	nt	O=C(O)c1ccccc1C(=O)Nc1ccc(Nc2ccccc2)cc1
-0.1	1.3	2	-3	-0.6	4	i	-1	-2	-6	CCOc1cccc(NC(=O)c2cccc(F)c2)c1
-0.9	2.7	1	0	1.0	-5	i	-3	-17	6	COC(=O)c1sc(NC(=O)c2ccc([N+](=O)[O-])o2)c(C#N)c1C
-0.4	0.2	5	0	-0.9	-5	i	0	2	-3	Cc1cc2occ(CC(=O)N(CC(C)C)c3c(N)n(Cc4ccccc4)c(=O)[nH]c3=O)c2cc1C
2.8	0.9	7	-4	-0.7	-3	i	-1	38	-9	CCc1nnc(NS(=O)(=O)c2ccc(NCc3cc(Cl)cc(Cl)c3O)cc2)s1
-0.1	0.3	-1	2	0.7	-8	i	-1	-1	-6	COC(=O)c1cccc(Cn2nc(C)c([N+](=O)[O-])c2C)c1
0.1	0.9	-3	-2	-1.8	-1	i	-2	8	-13	CC(C)C(=O)NC(=S)Nc1ccc(S(=O)(=O)NC2CCCCC2)cc1
-0.1	-0.1	-3	-2	-0.8	2	i	3	-2	-2	CCOc1ccccc1N1CCN(CC(=O)Nc2ccccc2C(=O)NC2CC2)CC1
-0.4	-0.8	-1	0	1.2	3	i	2	1	1	C=CCOc1ccccc1CN1CCC(n2nccc2NC(=O)C2CC2)CC1
0.0	0.8	0	1	0.2	7	i	6	3	-10	CC(C)CCSc1nc2c(c(=O)[nH]c(=O)n2C)n1CCc1ccccc1

# Filtered by structure: the entries above containing an aryl thioether with sulfur outside any ring (two)
Tb MetRS inh	LMPTP inh	NadD inh	STEP inh	MsrA inhibitor	CSN deneddyl inh	Rpn11 inh	DNMT1 block	SUMO1 PPI mod	Scp-1 inhibitor	SMILES
-1.1	1.1	-5	0	1.7	-1	i	-3	-3	9	O=C(CSc1nc(-c2ccccc2)c(-c2ccccc2)o1)NCCCO
0.0	0.8	0	1	0.2	7	i	6	3	-10	CC(C)CCSc1nc2c(c(=O)[nH]c(=O)n2C)n1CCc1ccccc1

# (more compounds)
Tb MetRS inh	LMPTP inh	NadD inh	STEP inh	MsrA inhibitor	CSN deneddyl inh	Rpn11 inh	DNMT1 block	SUMO1 PPI mod	Scp-1 inhibitor	SMILES
-0.7	-0.3	-5	-2	0.0	-7	i	-2	-3	-4	CC(C)OCCCNC(=O)CN1C(=O)COc2ccc(S(=O)(=O)N3CCCCCC3)cc21
0.0	5.5	33*	3	1.0	5	i	61*	-35	4	C[C@]12C=CC(=O)C=C1CC[C@@H]1C2=CC[C@]2(C)[C@@H](C(=O)CN3CCN(c4cc(N5CCCC5)nc(N5CCCC5)n4)CC3)CC[C@@H]12
-0.7	1.0	-4	3	-0.1	0	i	-3	0	-12	CCOC(=O)c1sc(N(Cc2ccccc2)C(=O)COC(=O)c2ccccc2O)nc1C
-0.6	3.1	-1	-4	0.3	6	i	1	36	-2	Oc1c(Cl)cc(Cl)cc1CNc1ccc(Br)cn1
0.4	0.6	-2	1	0.0	-13	i	-10	-2	-4	C/C(=N\N1CCN(C2c3ccccc3-c3ccccc32)CC1)c1ccco1
0.1	3.1	-3	-1	0.8	-2	i	-9	-12	0	CCOC(=O)c1sc(=S)n(-c2cccc(C(F)(F)F)c2)c1SC
0.1	-1.9	0	2	1.8	-2	i	5	10	-6	CCOC(=O)N1CCN(C(=O)c2c[nH]c3ccc(S(=O)(=O)N(C)c4cccc(C)c4)cc3c2=O)CC1
-1.4	-4.9	19	-3	1.0	-1	i	3	-11	9	CCOc1ccc2nc(N/C(N)=N/C(=S)Nc3ccc(C)c(C)c3)nc(C)c2c1
-0.3	-1.5	1	-4	-0.4	-3	i	1	5	0	COc1ccc(CC2C(=O)NC(C)C(=O)N(C)C3Cc4ccc(cc4)Oc4cc(ccc4O)CC(C(=O)NC(C)C(=O)NC(C)C(=O)N2C)N(C)C3=O)cc1 (centres undefined)
2.9	2.1	-3	2	0.0	6	i	3	5	2	CCCN(c1ccccc1C(=O)O)S(=O)(=O)c1ccc2c(c1)n(C)c(=O)n2C
-0.5	-1.6	-1	-1	0.7	-3	i	0	2	-3	Cc1ccc(CNC(=O)COC(=O)COc2ccc(C#N)cc2)cc1
-0.1	1.1	-10	2	-0.4	-12	i	-3	3	-4	CC1CCCCC1NC(=S)NC(=O)c1ccccc1Br (centres undefined)
-1.0	-6.7	3	-2	-0.3	0	i	5	-3	-2	CC(C)OP(=O)(c1ccccc1)c1ccccc1
-0.1	0.3	1	-1	0.6	4	i	-2	-1	-9	Cc1ccccc1NC(=O)C1CCN(S(=O)(=O)c2ccc3c(c2)NC(=O)C(C)S3)CC1 (centres undefined)
-0.5	-0.3	7	-2	-1.1	4	i	9	-4	5	Fc1cnc(N2CCc3ccccc32)nc1N1CCc2ccccc21

Tb MetRS inh	LMPTP inh	NadD inh	STEP inh	MsrA inhibitor	CSN deneddyl inh	Rpn11 inh	DNMT1 block	SUMO1 PPI mod	Scp-1 inhibitor	SMILES
-0.3	2.9	3	3	1.4	-3	i	-10	-3	0	COC(=O)C(=O)C1CCc2c(Cl)cc(OC)c(OC)c2C1=O (centres undefined)
-0.1	0.1	7	4	0.6	2	i	-3	7	0	CCOc1ccc(C(=O)Nc2ccc(S(=O)(=O)N3C[C@@H]4C[C@@H](C3)c3cccc(=O)n3C4)cc2)cc1
-0.3	-1.5	5	1	2.7	-2	i	-2	2	-1	Cc1ccccc1C(=O)NCCCNC(=O)c1ccccn1
-0.6	-0.8	0	0	-1.2	-3	i	3	-4	-11	O=C(/C=C/Nc1ccccc1OC(F)(F)F)C(F)(F)F
-0.1	8.7	17	12	0.9	3	i	35	-61	-9	CCOc1ccc(-c2cc(C(=O)NCCCn3ccnc3)c3cc(Br)ccc3n2)cc1
-0.3	-0.6	3	0	-1.5	-2	i	-1	2	-2	O=C(NCCCNC(=O)c1ccc(F)cc1)c1ccc(F)cc1
-0.4	-0.4	-4	0	-0.2	2	i	-1	-9	-3	Cc1ccsc1/C=N/NC(=O)Cn1nc(C)c([N+](=O)[O-])c1C
0.2	0.9	-1	2	-1.6	-5	i	0	0	-6	CC(=O)c1cccc(OC(=O)c2cc(S(=O)(=O)N3CCOCC3)ccc2N2CCCC2)c1
-0.8	-0.1	1	-4	0.4	5	i	-1	3	-7	COc1ccc(Br)cc1C1SCCN1S(C)(=O)=O (centres undefined)
-0.1	0.3	2	-1	-0.4	2	i	-8	6	-4	CCOC(=O)Nc1ccc(N2CCOCC2)c(S(=O)(=O)Nc2ccc(Cl)cc2)c1
0.2	-2.2	16	-3	0.4	-4	i	7	-1	-8	COc1ccc([C@@H]2[C@@H]3C(=O)N(C(C)(C)C)C(=O)[C@@H]3[C@]3(CC(C)C)C(=O)N(c4ccc(C(F)(F)F)cc4)C(=O)N23)cc1
